Screens deposited in PubChem BioAssay by Broad Institute.
esBAF inh = blocks esBAF chromatin remodeling in mouse ES cells | 350,000 compounds, 2% hits | reporter increase, % at 12.5 µM | AID 602393 | Bmi1-luciferase knock-in reporter, 24 h; 100% = twice the neutral-well signal; in the data active = activation above about 40%; inconclusive = no clear call, values can overlap the other calls;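 note: 0% = median of the plate's neutral control wells and 100% = double that signal; a rise in the Bmi1 reporter signal indicates esBAF inhibition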
RAD54 branch = inhibitors of human RAD54 branch migration | Q92698 | RAD54 Holliday junction branch migration, FAM/BHQ fluorescence | inhibition, % at 10.4 µM | 360,000 compounds, 0.14% hits | AID 602329;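 active = mean normalized replicate activity at least 40 and at least half of replicates scoring 40 or more; inconclusive = only one of the two criteria met; inactive = mean below 40 and under half of replicates reaching 40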;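 note: 0% = median of neutral control wells and 100% = median of positive control wells; inhibitors cause a drop in the FAM fluorescence signal; in these data hits start at about 50%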
Target sequence (Q92698 whole entry, looked up): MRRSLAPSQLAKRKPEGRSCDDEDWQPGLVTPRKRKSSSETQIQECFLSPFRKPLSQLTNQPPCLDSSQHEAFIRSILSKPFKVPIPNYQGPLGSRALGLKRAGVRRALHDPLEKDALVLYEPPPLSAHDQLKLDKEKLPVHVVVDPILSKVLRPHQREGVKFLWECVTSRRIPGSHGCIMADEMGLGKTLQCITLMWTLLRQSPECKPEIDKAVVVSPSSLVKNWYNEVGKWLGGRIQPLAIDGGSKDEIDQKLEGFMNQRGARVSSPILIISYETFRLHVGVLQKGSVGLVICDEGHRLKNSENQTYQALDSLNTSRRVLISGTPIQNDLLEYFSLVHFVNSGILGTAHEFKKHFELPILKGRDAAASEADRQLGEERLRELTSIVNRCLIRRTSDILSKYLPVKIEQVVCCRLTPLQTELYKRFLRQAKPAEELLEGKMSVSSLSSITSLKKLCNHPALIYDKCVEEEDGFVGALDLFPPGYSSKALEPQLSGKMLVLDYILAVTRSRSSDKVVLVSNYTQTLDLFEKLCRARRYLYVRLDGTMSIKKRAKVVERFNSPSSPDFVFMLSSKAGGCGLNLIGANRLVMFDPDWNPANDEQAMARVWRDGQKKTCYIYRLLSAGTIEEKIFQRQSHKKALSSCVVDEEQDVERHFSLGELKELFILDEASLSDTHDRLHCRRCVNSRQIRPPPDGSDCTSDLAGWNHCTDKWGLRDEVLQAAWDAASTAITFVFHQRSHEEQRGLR
* = called active by the depositor; ? = inconclusive.

SMILES	esBAF inh	RAD54 branch
CCN(CC(=O)Nc1cccc(Br)c1)Cc1nc2ccccc2c(=O)[nH]1	-0.1	-5.5
COc1nc(-c2ccccc2)ccc1-c1noc(-c2ccccc2F)n1	2.8	-2.5
CCN(CC)C(=O)[C@H]1C[C@H](CC(=O)NC/C=C(\C)CCC=C(C)C)C(=O)N2CCc3c([nH]c4cc(CCC(=O)N(C)C)ccc34)[C@]12C	-11.4	-7.7
CC(C)C(NC(=O)C1CCCCC1)C(=O)NC1CCCC(C)C1C (centres undefined)	-1.2	-11.8
Cc1sc2ncnc(SCc3ccco3)c2c1C	-1.7	4.8
C[C@@H]1C(c2cccc(Cl)c2)=NN(c2ccc(Br)cc2)[C@H]1C(=O)N1CCOC1=O	-6.9	-2.6
CCOC(=O)c1cc(-c2ccc(F)cc2)n(CC(=O)N2CCCC2)c1C	-7.1	-9.9
CCC(C(=O)OC)n1cnc2c(nnn2-c2ccc(OC)cc2)c1=O (centres undefined)	5.3	-2.5
Cc1ccc(C(=O)NCC(C)(C)N2CCOCC2)s1	-1.4	0.6
Cc1ccc(-n2c(C)c3c(C)nnc(C)c3c2C)cc1C	1.1	1.5
COc1ccc(C(N)c2nccc3cc(OC)c(OC)cc23)cc1OC (centres undefined)	-7.5	15.5
COc1ccc(CNC(=O)C(c2ccncc2)N(C(=O)Cc2cccs2)c2ccc(C)cc2)cc1 (centres undefined)	129.8*	-3.7
CNc1oc(Cc2ccccc2)nc1S(=O)(=O)c1ccccc1	-6.4	-11.2
O=C1CC(N2CCN(c3cccc(C(F)(F)F)c3)CC2)C(=O)N1c1ccccc1F (centres undefined)	2.1	2.6
CCOC(=O)c1cccc(N2C(N)=NC(N)=NC2(C)C)c1	-19.2	2.7
CCCCCCc1nc2ccccc2c(=O)n1N	24.5	5.8
COC(=O)c1cccc(NC(=S)NCc2ccc(Cl)cc2)c1	-2.9	-5.2
COc1ccccc1C=NC(CO)C(O)c1ccc([N+](=O)[O-])cc1 (centres undefined)	-3.0	-0.1
Cc1nc(=O)c(-c2ccccc2)c(C)n1-c1ccccc1O	2.2	-3.3
CC(O)Cn1ccccc1=N (centres undefined)	-2.5	6.6

Reformatted in markdown: entries from further up.
| Structure | esBAF inh | RAD54 branch |
| --- | --- | --- |
| COc1ccccc1C=NC(CO)C(O)c1ccc([N+](=O)[O-])cc1 (centres undefined) | -3.0 | -0.1 |
| COc1ccc(CNC(=O)C(c2ccncc2)N(C(=O)Cc2cccs2)c2ccc(C)cc2)cc1 (centres undefined) | 129.8* | -3.7 |
| Cc1nc(=O)c(-c2ccccc2)c(C)n1-c1ccccc1O | 2.2 | -3.3 |
| COc1ccc(C(N)c2nccc3cc(OC)c(OC)cc23)cc1OC (centres undefined) | -7.5 | 15.5 |
| CNc1oc(Cc2ccccc2)nc1S(=O)(=O)c1ccccc1 | -6.4 | -11.2 |
| O=C1CC(N2CCN(c3cccc(C(F)(F)F)c3)CC2)C(=O)N1c1ccccc1F (centres undefined) | 2.1 | 2.6 |
| CCOC(=O)c1cccc(N2C(N)=NC(N)=NC2(C)C)c1 | -19.2 | 2.7 |

(more compounds)
SMILES	esBAF inh	RAD54 branch
Fc1cccc(NC(=S)Nc2ccc(Br)cc2)c1	22.0	-0.5
C=CCN(C(=O)CCC(=O)O)C1CC(=O)N(c2ccc(OC)cc2)C1=O (centres undefined)	1.3	3.2
Cc1ccc(OCCCC(=O)N2CCOCC2)cc1	18.7	-19.2
COc1ccc(Cc2nnc(SCC(=O)c3ccc(OC)cc3)o2)cc1	-5.1	4.5
CCCCCCn1c(=O)c(-c2ccccc2)c(O)c2ccccc21	-1.3	-6.0
Cc1cc(Nc2ccc(Cl)cc2)n2nnnc2n1	13.0	5.4
COc1nc(Nc2ccc(OC)c(Cl)c2)nc(OC)n1	5.0	4.5
CCN(Cc1ccncc1)C(=O)c1cccc(S(=O)(=O)N2CCOCC2)c1	-3.7	2.4
COc1ccc(N2CCC(CNS(=O)(=O)c3cccc(C(F)(F)F)c3)C2)cc1 (centres undefined)	-14.2	0.4
O=C(OCC(=O)N1CCN(C(=O)c2ccco2)CC1)c1ccccc1OCc1ccc(Cl)cc1	11.9	-2.3
O=C(Oc1c(Cl)cc(Cl)c2cccnc12)c1cccs1	6.9	-2.7
O=C(CCSCCC(=O)NCc1cccs1)NCc1cccs1	-1.7	-5.0
CC(=O)CCc1c(C)c2cc(C)ccc2[nH]c1=O	?	-3.6
Cc1cccc(NC(=O)CCN2CC(C)OC(C)C2)c1 (centres undefined)	-0.8	8.3
Oc1ccc(-c2nc3ccccn3c2NCc2ccco2)cc1	-5.8	-1.5
CCOC(=O)c1cccc(NC(=O)CCc2nc(-c3ccc(C)cc3)no2)c1	-7.5	0.2
Cc1nn(Cc2ccccc2)c(C)c1NC(=O)c1noc2c1CCc1ccccc1-2	-3.8	3.8
COC(=O)C(O)(CC(=O)Nc1cc(Cl)ccc1Cl)C(F)(F)F (centres undefined)	-6.6	5.6
COc1ccc(N=Cc2ccc[nH]2)cc1	36.4	1.3
Cc1cc(C)n(-c2ccc(N3CCOCC3)nn2)n1	28.3	-3.2
COc1ccc(S(=O)(=O)N2CCN(C(=O)c3cccc(Cl)c3)CC2)cc1	-6.3	7.1
Fc1ccccc1CSc1nc2ccccc2[nH]1	-7.6	-0.2
O=C(Nc1cccc(C(=O)N2CCCCCC2)c1)c1ccco1	5.5	-1.0
CN=c1sc(C(=O)Nc2cccc(Cl)c2)cc(=O)n1C	0.9	-32.4
Cc1cc(C)nc(SCC(=O)NCc2ccco2)n1	-6.0	-6.2
COc1cccc(/C(O)=C2/C(=O)C(=O)N(Cc3ccco3)C2c2ccncc2)c1 (centres undefined)	-4.4	7.0
O=C(NCCN1CCCCC1)c1ccco1	-1.8	6.9
COc1ccccc1-n1cnnc1SCC(=O)NCc1cccs1	12.9	10.0
CNc1nc(-c2ccccc2)nc(-c2ccccc2)c1C#N	-13.1	15.6
CCn1c(SCC(=O)Nc2cc(NC(C)=O)ccc2OC)nnc1-c1cccnc1	1.7	-0.4
Cn1c(CO)cnc1S(=O)(=O)Cc1ccc([N+](=O)[O-])cc1	-0.8	-6.7
O=C(Nc1ccc(N2CCCC2)cc1)C(Cl)c1ccccc1 (centres undefined)	29.8	-1.1
Cc1ccc(C(=O)Cn2c(C)cc(C)c(C#N)c2=O)cc1	-6.8	-9.2
Nn1c(SCC(=O)Nc2ccc3c(c2)OCCO3)nnc1C(F)(F)F	-8.2	-0.5
O=C(CN1CCCCC1)Nc1ccc(S(=O)(=O)N2CCCCCC2)cc1	-5.3	-0.8
CC(=O)Oc1c(Cl)cc(Cl)cc1/C=C/c1ccc2ccccc2n1	29.7	-2.2
N#Cc1c(NC(=O)c2ccc(Cn3cc(Br)cn3)o2)sc2c1CCCCC2	44.3*	-0.4
Cc1c(NC(=O)c2ccc(Cl)c(S(=O)(=O)N3CCOCC3)c2)c(=O)n(-c2ccccc2)n1C	-2.4	10.3
CCOC(=O)CNS(=O)(=O)c1c(C)noc1C	0.3	-12.5
CC(C)N(C(=O)CSc1nnc(Cn2nnc3ccccc32)n1C)C(C)C	-4.7	-15.5
Cc1cc(=O)n2[nH]c(=O)c(N=Nc3ccccc3)c2[nH]1	-6.8	-3.5
Cc1cc(-c2ccccc2)n2nc(C)c(C#N)c2n1	-9.7	3.1
Cc1cc(C)nc(SCC(=O)Nc2sc3c(c2C#N)CCC(C)C3)n1 (centres undefined)	-12.7	-4.9
CCCC(OC(=O)CC1Sc2ccccc2NC1=O)C(=O)NCc1ccco1 (centres undefined)	-7.8	-20.8
CC(NCc1ccc2c(c1)OCO2)C(=O)NC1CCCc2ccccc21 (centres undefined)	0.2	2.0
CC(C(=O)Nc1ccc2c(c1)OCO2)N(c1ccc(Cl)cc1)S(C)(=O)=O (centres undefined)	-2.6	4.0
CCC(C)[C@H](NC(=O)NCc1ccc(Cl)cc1)C(=O)OC (some centres undefined)	-4.0	-9.3
O=C1NN(c2ccc(F)c(Cl)c2)C(=O)/C1=C\c1cccc(OC(=O)c2cccs2)c1	1.3	-1.5
CCC(=O)Nc1ccnc(-c2cccnc2)n1	-4.0	-0.2
COc1ccccc1C(=O)Nc1ccccc1N1CCOCC1	-9.8	0.7

3 structures from above, ordered by count of non-hydrogen atoms, largest number first:
SMILES	esBAF inh	RAD54 branch
CCn1c(SCC(=O)Nc2cc(NC(C)=O)ccc2OC)nnc1-c1cccnc1	1.7	-0.4
CCC(C(=O)OC)n1cnc2c(nnn2-c2ccc(OC)cc2)c1=O (centres undefined)	5.3	-2.5
CCCCCCc1nc2ccccc2c(=O)n1N	24.5	5.8

(continued)
SMILES	esBAF inh	RAD54 branch
Cc1cc(C)c(S(=O)(=O)c2ccccc2C)c(SCC(C)C)n1	-3.8	-8.1
CC1CCN(c2ccccc2NC(=S)NC(=O)c2ccco2)CC1	-12.0	-2.3
CCCS(=O)(=O)NC(=O)C1(C)CCCN(C(=O)c2nc(C)oc2C)C1 (centres undefined)	-1.7	-7.1
COc1ccc(CCN2C(=O)C3CC=C(C)CC3C2=O)cc1OC (centres undefined)	-4.4	-1.0
CCOc1cc(N2CCOCC2)c(OCC)cc1NC(=O)COC(=O)c1cc(C)oc1C	-13.5	1.8
CCOc1ccccc1NC(=O)C1CC(=O)n2ncnc2N1 (centres undefined)	-10.4	3.6
CCCN(CCC)C(C(=O)Nc1cccc(OC)c1)c1ccccc1 (centres undefined)	-4.9	4.8
Clc1ccc(NCc2nncn2-c2ccccc2)cc1	-6.4	4.2
CCCC1C(c2ccccc2)C(C#N)(C#N)C2(C#N)CC1(N)NC2=O (centres undefined)	11.0	0.1
COc1cc(C(=O)Nc2nc(N)n(-c3ccccc3)n2)cc(OC)c1OC	-4.8	-3.5
CC1CCN(c2nc3ccccc3nc2C(C#N)C(=O)OC2CCCCC2)CC1 (centres undefined)	-3.8	-7.9
CCOC(=O)c1c(N)n(C2CC(C)(C)NC(C)(C)C2)c2nc3ccccc3nc12	-4.3	82.6*
Nc1nnc(SCC(=O)c2ccccc2)s1	6.1	3.9
Cc1ccc(Cn2c(=O)c3ccccc3n3c(CCC(=O)NCCN4CCOCC4)nnc23)cc1	4.1	11.5
CCOC(=O)CSc1nc2ccc(C)cc2[nH]1	3.5	-10.2
CC1=CC2=C(OC1N(C)C)c1cccc3cccc(c13)C2=O (centres undefined)	7.0	-3.7
CCOC(=O)CSC1=NC(=O)/C(=C\c2ccc(Cl)cc2)S1	12.5	-4.9
COCCCn1cnc2c(c1=O)c1nc3ccccc3nc1n2-c1ccccc1	-4.6	-12.2
CCOC(=O)N1CCC(N(CCOC)C(=O)Nc2ccc(CC)cc2)CC1	2.9	1.2
Cc1ccc(-n2c(C)nc3c(cnn3-c3ccc(F)cc3)c2=O)cc1	25.0	1.4
C[C@H](Nc1ncnc2sc3c(c12)CCC3)C(=O)O	38.8	-5.7
CCOC(=O)c1[nH]c(C)c(C(=O)Nc2ccc3c(c2)OCCO3)c1C	18.5	3.6
Cc1ccc(C(=O)O/N=C/C2=C(Cl)c3ccccc3CC2)cc1	-3.1	8.4
CCOC(=O)CSc1nc(C)c2cc(OC)ccc2n1	-0.5	-2.6
COc1ccc(-c2nc(C#N)c(N3CCN(c4cccc(Cl)c4)CC3)o2)cc1OC	1.6	-7.1
CN(C)CCOc1ncnc2c1oc1ccccc12	3.3	15.2
Cc1nc2c(oc3ccccc32)c(=O)o1	27.1	2.6
COC(=O)c1sc2nc(CSc3nc4ccc(C)cc4[nH]3)[nH]c(=O)c2c1C	-3.8	-5.6
O=C(O)CNS(=O)(=O)c1ccc(Br)s1	-6.1	-7.7
CSc1ncccc1C(=O)OCC(=O)NC1CCS(=O)(=O)C1 (centres undefined)	-3.6	-2.6
CN(C)c1nc(OCCNC(=O)Nc2ccccc2)nc(N(C)C)n1	-7.2	5.6
CCOC(=O)c1sc(-n2[nH]c(C)cc2=O)nc1C	-10.1	3.9
COc1cc(OC)cc(C(=O)N2CCN(c3ccccc3F)CC2)c1	-3.6	-2.0
O=C1CCCCCCC1Sc1ccccc1[N+](=O)[O-] (centres undefined)	-3.0	-10.1
COc1ccccc1C1(CC(=O)O)CCOC(C)(C)C1 (centres undefined)	2.4	2.9
COc1ccc(/C=C2\Oc3cc(OCC(=O)N4CCC[C@H]4C(=O)O)ccc3C2=O)c(OC)c1	-6.0	-7.7
O=C1c2oc3ccccc3c(=O)c2C(c2ccccn2)N1Cc1ccccc1 (centres undefined)	11.8	8.3
CCOC(=O)c1cc(C#N)c(SC)nc1-c1ccccc1	-6.5	-0.9
CCOC(=O)c1ccc(Cn2c(-c3ccccc3)nnc2-c2ccccc2)o1	17.1	-3.2
CC(=O)c1ccc(NC(=O)c2cn(-c3ccccc3)nc2-c2ccncc2)cc1	11.1	6.4
CC(C)CC(=O)O/N=C1\C(=O)N(c2ccccc2)c2ccccc21	2.8	-5.5
CSc1nc2ccccc2n1CC(=O)Nc1c(C)cccc1C	-4.9	-19.4
CCOC(=O)C1C(=O)CC(C)(O)C(C(=O)OCC)C1c1ccccc1 (centres undefined)	-4.7	-6.2
Cc1cccc(C)c1NC(=O)/C(=C/c1ccco1)c1ccccc1	-6.8	-1.9
O=c1ccn(Cc2ccccc2)c(=O)n1Cc1ccccc1	-6.4	1.2
COc1cc(C(=O)ON=C2C(C)=CC(=O)C=C2C)cc(OC)c1OC	-6.4	-1.8
Cc1ccc2occ(C3N[C@H](C(=O)O)CS3)c(=O)c2c1 (some centres undefined)	16.0	-0.2
CCc1nc(SCC(=O)c2ccc3c(c2)OCCO3)c2ccccc2n1	-10.2	-8.3
Cc1ccc(CNC(=O)c2cccc(OCc3c(C)noc3C)c2)cc1	-1.0	-1.8
COc1cc(NC(=O)c2cccnc2)c(OC)cc1NC(=O)c1ccc(Br)cc1	-0.3	-13.3

Whole records, looked up by structure. Order of screens: esBAF inh | RAD54 branch
Results for `COc1cc(C(=O)ON=C2C(C)=CC(=O)C=C2C)cc(OC)c1OC` = -6.4 | -1.8
Results for `Fc1cccc(NC(=S)Nc2ccc(Br)cc2)c1` = 22.0 | -0.5

This is a subset; the hit share may differ from the screen's.
